PDI turbidity: inhibitors of human protein disulfide isomerase; inhibition, % at 10 µM; hit rate 0.052% among 350,000; PDI insulin aggregation turbidity, A650, 90 min; P07237;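 active = mean inhibition across replicates of 30% or more, whatever share of single replicates reach that level; inconclusive = mean inhibition below 30% while every single replicate reaches 30%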;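 note: absorbance from insulin aggregation driven by PDI reduction with DTT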
N-glyco inh: blocks N-linked glycosylation in D54 reporter cells; reporter increase, % at 12.5 µM; D54 ERlucT glycosylation luciferase reporter, 24 h; percent of 100 nM tunicamycin response; hit rate 0.23% among 360,000;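 active = mean luciferase reporter signal, scaled so untreated is 0 and the glycosylation-blocking control 100, at or above a set limit in every replicate; inconclusive = mean reaches the limit but not every replicate does; inactive = mean below the limit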;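 note: luciferase carries N-glycosylation sites so blocking glycosylation raises the light; 0% = median of neutral control wells and 100% = median of 100 nM tunicamycin wells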
ABCB6 inh 2: blocks the human ABCB6 transporter; Q9NP58; K562-ABCB6 porphyrin accumulation, flow cytometry, 1 h; stronger effect = lower value; fluorescence ratio to DMSO, % at 10 µM; hit rate 0.19% among 360,000;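 active = fluorescence ratio to DMSO below 75%, the collection mean minus 3 SD; inconclusive = too few cells collected in the well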;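 note: signal is porphyrin accumulated inside mitochondria; 100% equals median channel fluorescence of DMSO control wells; lower ratio means ABCB6 inhibition with less porphyrin fluorescence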
CaV13 FRET inh: Disruptors of the CACNA1D IQ motif to Ca2+-dependent inactivation inhibitor domain association, primary screening, Förster resonance energy transfer in intact living …; hit rate 0.098% among 340,000; HEK cells, CFP/YFP FRET ICDI-IQ, plate reader, 10 min; percent FRET-ratio fall versus neutral wells; inhibition, % at 12.3 µM;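 active = mean replicate inhibition of at least 30% and at least 1% of replicates passing that level; inconclusive = only one of the two criteria is met; inactive = neither criterion is met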;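 note: 0% = median of the neutral control wells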
MC4R antagonist: antagonists of human melanocortin 4 receptor (MC4R); P32245; MC4R-expressing cells, MTII-stimulated cAMP, LANCE TR-FRET; inhibition, % at 6.5 µM; hit rate 0.48% among 360,000;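 active = inhibition above its plate's cutoff, the mean of tested wells on that plate plus 3 SD, cut at about 29% in these data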;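 note: 0% = Melanotan II alone and 100% = Melanotan II plus saturating MCL0020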
Target sequence (P32245 whole entry, looked up): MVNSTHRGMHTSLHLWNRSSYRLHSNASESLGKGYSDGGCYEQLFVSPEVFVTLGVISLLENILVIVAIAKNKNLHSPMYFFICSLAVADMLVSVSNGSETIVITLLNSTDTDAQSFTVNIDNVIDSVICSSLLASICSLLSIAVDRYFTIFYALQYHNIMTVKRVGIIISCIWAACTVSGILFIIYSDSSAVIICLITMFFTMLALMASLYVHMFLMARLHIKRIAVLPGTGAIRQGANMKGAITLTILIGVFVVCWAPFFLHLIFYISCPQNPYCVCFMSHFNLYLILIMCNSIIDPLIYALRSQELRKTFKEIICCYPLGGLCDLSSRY
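System – human MC4R-expressing U2OS cells · Also added – Melanotan II · Dosing – one concentration, 6.5 µM nominal · Timing – 30-min compound, 1-h challenge, 1-h detection, room temperature · Measured by – Eu-cAMP/anti-cAMP TR-FRET, emission 671 nm · Replicates – singlicate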
HTR2A ag: activates the mouse 5-HT2A serotonin receptor | P35363 | CHO-K1 mHTR2A beta-arrestin complementation, luminescence; percent of 30 µM serotonin response | activation, % at 7.6 µM | hit rate 0.66% among 360,000 | AID 624169;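 active = activation above a run cutoff, the mean activation of all tested compounds plus 3 SD, cut at about 14% in these data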;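 note: 0% = plate median of compound wells and 100% = 30 µM serotonin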
Target sequence (P35363 whole entry, looked up): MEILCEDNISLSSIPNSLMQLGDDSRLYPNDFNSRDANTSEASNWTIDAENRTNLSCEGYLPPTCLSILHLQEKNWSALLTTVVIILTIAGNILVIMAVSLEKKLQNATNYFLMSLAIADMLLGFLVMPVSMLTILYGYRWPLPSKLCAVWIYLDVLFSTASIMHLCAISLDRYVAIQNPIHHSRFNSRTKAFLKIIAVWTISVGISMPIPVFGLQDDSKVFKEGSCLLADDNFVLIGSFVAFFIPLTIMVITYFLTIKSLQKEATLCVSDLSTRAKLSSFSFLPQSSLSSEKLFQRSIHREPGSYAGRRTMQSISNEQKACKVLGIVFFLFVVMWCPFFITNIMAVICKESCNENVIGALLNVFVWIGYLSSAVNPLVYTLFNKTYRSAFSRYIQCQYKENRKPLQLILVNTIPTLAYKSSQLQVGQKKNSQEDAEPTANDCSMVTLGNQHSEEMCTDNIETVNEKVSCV
MC4R ag barr: activates human MC4R beta-arrestin recruitment | hit rate 0.98% among 360,000 | U2OS MC4R beta-arrestin complementation, luminescence; percent of melanotan II response, DMSO zero | activation, % at 8.9 µM | AID 540308 | P32245;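 active = activation above a per-plate cutoff, the mean activation of sample wells on that plate plus 3 SD, cut at about 8% in these data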
H9c2 protect: protects H9c2 cardiomyocytes from peroxide injury; H2O2 injury protection, ATPLite, 2 h; protection from H2O2 cell death, % at 20 µM; hit rate 0.63% among 360,000;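 active = compounds giving at least 50% protection of heart cells from peroxide-induced death in the single-dose screen, raw or plate-pattern-corrected value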;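 note: 0% = DMSO wells with peroxide and 100% = DMSO wells without peroxide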
Vif inh: inhibitors of HIV Vif; HEK293T cells, Vif self-association by quenched fluorescence, imaging, 24 h; inhibition, % at 7.49 µM; hit rate 0.35% among 340,000; AID 602346; in the data active = inhibition above about 50%, passing the limit was not always enough; inconclusive = no clear call, values can overlap the other calls; inactive = below about 31%; note: some results filed as inactive read as strong as hits
aDG glyco up: alpha-DG glycosylation activation | Pro5-aDG cells, alpha-DG glycosylation AlphaScreen (IIH6); 0% Pro5, 100% B10-LARGE cell signal | activation, % at 10 µM | AID 624168 | hit rate 0.22% among 360,000;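 active = activation of at least 8% versus controls, or a plate z-score of at least 8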;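 note: Pro5 are CHO cells carrying HIG-tagged alpha-DG that lacks glycosylation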
* hit, by the source's call; u = inconclusive; x = no result given. Random draw from the library; 3.6% or so of the library scored in one or more.

1) COc1ccc([C@H]2C[C@H](n3cc(COC(=O)c4ccccc4)nn3)[C@@H](O)CN2CC2CCCCC2)cc1
2) N#C/C(=C/c1ccc(N2CCCCCC2)o1)c1ccc(Cl)cc1
3) O=C(CCCN1C(=O)C(c2ccccc2)Oc2cccnc21)Nc1cccc(F)c1 (configuration not stated)
4) Cc1ccc(NC(=O)CSc2nnc(CNC(=O)c3cccs3)o2)cc1
5) Clc1ccc(-c2nnc(-c3ccccc3)o2)cn1
6) CCC(NS(=O)(=O)c1ccc2c(c1)NC(=O)C(C)C(=O)N2)c1cccs1 (configuration not stated)
7) COc1ccc(NC(=O)C2Cc3c(-c4cccc(NC(C)=O)c4)ccnc3O2)cc1 (configuration not stated)
8) COC(=O)Nc1nnc(-c2ccncc2)s1

entry no.	1	2	3	4	5	6	7	8
PDI turbidity	4	-8	-1	-3	14	x	0	17
N-glyco inh	1	17	-4	0	0	1	22	0
ABCB6 inh 2	104	203	97	103	103	102	102	84
CaV13 FRET inh	-7	x	-15	8	-1	-7	-5	-9
MC4R antagonist	13	19	8	31*	1	-4	-17	-9
HTR2A ag	-4	0	-2	0	-2	-5	1	4
MC4R ag barr	0.5	1.5	-1.8	0.8	0.7	-0.1	-1.1	-2.3
H9c2 protect	-11	-13	-5	4	-1	7	13	-1
Vif inh	x	10	-1	-2	-9	-5	10	-6
aDG glyco up	0.2	-0.4	-0.2	0.1	0.0	-0.2	-0.1	-0.1

9) CC(=O)Nc1ccc(Nc2cc(C)nc3c(-c4ccc(Cl)cc4)c(C)nn23)cc1
10) CN1CCN(C(=O)c2ccc3c(c2)NC(=O)/C(=C/c2ccccc2)S3)CC1
11) COc1ccc(-n2c(=S)[nH]c3ccccc32)cc1
12) CCOc1ccc(NC(=S)N(CCc2c(C)[nH]c3ccc(C)cc23)Cc2cccnc2)cc1
13) CCN1CCCC1CNC(=O)Cn1cccc1C(=O)c1ccccc1C (configuration not stated)
14) CCN(CC)CCN(C)C(c1cc2ccccc2o1)c1nnnn1C(C)(C)C (configuration not stated)
15) COC(=O)Cn1nnc2c(cnn2-c2ccccc2)c1=O
16) C=CCN1C=CC=C/C1=C1\SC(=S)N(C)C1=O

entry no.	9	10	11	12	13	14	15	16
PDI turbidity	-8	8	-8	-2	-20	x	3	7
N-glyco inh	-5	2	4	3	0	x	2	0
ABCB6 inh 2	89	95	110	99	98	101	98	101
CaV13 FRET inh	-4	-2	-4	-5	x	-5	6	-3
MC4R antagonist	1	8	-1	11	-1	x	12	4
HTR2A ag	-1	-9	1	-3	-2	1	4	1
MC4R ag barr	6.5	-3.2	0.7	-1.7	-0.8	x	-0.2	-1.2
H9c2 protect	-8	5	0	2	3	x	11	-3
Vif inh	u	-3	0	-3	x	x	-1	-10
aDG glyco up	0.8	0.3	0.7	0.0	0.1	0.0	0.0	-0.3

3 compounds out of the list, ordered by SMILES length, largest number first.
12) CCOc1ccc(NC(=S)N(CCc2c(C)[nH]c3ccc(C)cc23)Cc2cccnc2)cc1
13) CCN1CCCC1CNC(=O)Cn1cccc1C(=O)c1ccccc1C (configuration not stated)
15) COC(=O)Cn1nnc2c(cnn2-c2ccccc2)c1=O

entry no.	12	13	15
PDI turbidity	-2	-20	3
N-glyco inh	3	0	2
ABCB6 inh 2	99	98	98
CaV13 FRET inh	-5	x	6
MC4R antagonist	11	-1	12
HTR2A ag	-3	-2	4
MC4R ag barr	-1.7	-0.8	-0.2
H9c2 protect	2	3	11
Vif inh	-3	x	-1
aDG glyco up	0.0	0.1	0.0

Continuation.
17) C/C(=N\NC(=O)c1cc(Br)ccc1O)c1cccs1
18) COc1ccccc1-c1nnc(SCC(=O)Nc2c(Cl)cccc2Cl)o1
19) O=C(CSc1nc2ccccc2c(=O)n1-c1cccc(C(F)(F)F)c1)NC1CC1
20) CN(CC(=O)Nc1ccc(Cl)c(S(=O)(=O)N(C)C)c1)Cc1ccccc1
21) CCOC(=S)N/C(=N\S(=O)(=O)c1ccccc1)c1ccccc1
22) CC1=Nc2ccccc2N=C(NC(=O)CSC(=S)N2CCN(C)CC2)C1c1ccccc1 (configuration not stated)
23) COc1cc(OC)c(C=Cc2ccncn2)c(OC)c1
24) O=C1CC(c2ccc(F)cc2)CC(O)=C1C1NCCc2ccccc21 (configuration not stated)

entry no.	17	18	19	20	21	22	23	24
PDI turbidity	-8	0	3	6	-7	-9	9	4
N-glyco inh	-2	2	0	-1	-2	0	2	-2
ABCB6 inh 2	97	98	92	97	99	99	100	99
CaV13 FRET inh	-3	-6	-4	-8	-5	-2	-15	x
MC4R antagonist	3	9	6	0	2	-3	-6	12
HTR2A ag	0	2	-5	-9	8	-3	-1	2
MC4R ag barr	1.2	-1.2	-1.9	-1.3	-0.5	-1.5	-2.0	0.4
H9c2 protect	-1	5	-3	3	5	10	1	6
Vif inh	-7	-6	2	15	3	-5	10	x
aDG glyco up	-0.1	0.0	0.8	0.0	0.2	0.2	-0.2	0.0

25) Cc1ccccc1NC(=O)C1CCCN1S(=O)(=O)c1ccccc1C(F)(F)F (configuration not stated)
26) CCCNC(=O)C1(C)CCCN(Cc2ccc(-n3ccnc3)cc2)C1 (configuration not stated)
27) CCOC(=O)C1(C)CCN1C(=O)/C=C/c1ccccc1 (configuration not stated)
28) CCOc1ccc(S(=O)(=O)N2CCC(C(=O)NCCc3ccc(OC)c(OC)c3)CC2)cc1
29) Cc1cc(C)nc(NS(=O)(=O)c2ccc(N/C=C3\CCCC3=O)cc2)n1
30) CN(C)c1ccc(C(=S)N2CCCCC2)cc1Br
31) COc1cccc(C(=O)CN2CCC(NC(=O)NC3CCCCC3)CC2)c1
32) C=C(C)CSc1nnc2n(N)c(=O)c3ccccc3n12

entry no.	25	26	27	28	29	30	31	32
PDI turbidity	-6	17	-1	5	5	-2	16	-3
N-glyco inh	2	2	1	1	1	1	-1	0
ABCB6 inh 2	96	100	96	95	97	101	92	95
CaV13 FRET inh	-3	-6	-10	-5	-1	-5	-5	-5
MC4R antagonist	3	-4	10	1	-2	16	-1	3
HTR2A ag	1	0	-1	1	1	-1	-3	1
MC4R ag barr	0.7	-0.8	-1.7	-0.6	-1.0	-1.2	-1.7	0.0
H9c2 protect	-2	5	4	-1	-6	-1	-4	4
Vif inh	-1	x	15	-18	-4	14	4	9
aDG glyco up	0.5	0.0	-0.2	-0.1	-0.1	0.4	-0.2	0.2

33) c1cn2cc(CN3CCOCC3)nc2s1
34) CCCC(C)n1[nH]c(=O)cc1N (configuration not stated)
35) O=C(COC(=O)c1ccco1)Nc1ccc(Br)cc1
36) COc1ccccc1NC(=S)NCc1ccccc1Cl
37) CN1CCN(S(=O)(=O)c2ccc(NC(=O)c3ccc(F)cc3Cl)cc2)CC1
38) CCn1c(-c2nn(C)cc2Cl)n[nH]c1=S
39) O=C(N/N=C/c1ccc([N+](=O)[O-])o1)C1CCCC1
40) Cc1ccnc(NS(=O)(=O)c2ccc(N3C(=O)c4c(Cl)c(Cl)c(Cl)c(Cl)c4C3=O)cc2)n1

entry no.	33	34	35	36	37	38	39	40
PDI turbidity	-8	-4	-3	-8	-1	-3	5	-8
N-glyco inh	1	-2	2	0	-1	7	13	3
ABCB6 inh 2	106	92	99	95	97	105	98	99
CaV13 FRET inh	-8	-6	-8	-11	-20	-19	-6	-6
MC4R antagonist	-2	-2	9	-3	3	4	-6	11
HTR2A ag	1	1	-3	-3	12	0	9	10
MC4R ag barr	0.0	-1.6	2.5	1.0	-2.3	-0.1	-3.0	-1.0
H9c2 protect	6	1	-4	-2	3	4	-9	4
Vif inh	x	20	-2	-17	-2	11	-6	-3
aDG glyco up	0.0	-0.1	-0.1	0.0	0.0	-0.2	5.5	-0.1

41) CCCS(=O)(=O)N1CCCC(C(=O)N2CCC(Cc3ccccc3)CC2)C1 (configuration not stated)
42) COc1ccccc1N1CCN(S(=O)(=O)CCNC(=O)C2CC(=O)N(c3ccccc3)C2)CC1 (configuration not stated)
43) N#Cc1cccc(NC(=O)COC(=O)c2cc(S(=O)(=O)Nc3ccccc3Cl)ccc2O)c1
44) O=C(COc1ccccc1)OC(C(=O)c1ccccc1)c1ccccc1 (configuration not stated)
45) Cc1ccc(C)c(OCC(O)CN2CCCCC2C)c1 (configuration not stated)
46) CCCn1nc(NC(=O)COC)c2cc3cccc(C)c3nc21
47) COc1ccccc1-c1cnc(C(O)c2cccc(F)c2)[nH]1 (configuration not stated)
48) CC(=O)c1nc2ccccc2n1CCc1ccccc1
49) CC(C)(C)Cc1nnc(NC(=O)CN2C(=O)c3ccccc3C2=O)s1
50) Cc1ccc(N2CCN(C(=O)CNS(=O)(=O)c3ccc(Br)s3)CC2C)cc1 (configuration not stated)

entry no.	41	42	43	44	45	46	47	48	49	50
PDI turbidity	15	-2	-4	12	9	3	-4	-1	-1	1
N-glyco inh	-7	3	0	4	0	-2	2	2	6	-2
ABCB6 inh 2	86	95	99	103	113	98	87	98	102	101
CaV13 FRET inh	-5	-3	-1	-15	-5	-1	-5	-6	0	-1
MC4R antagonist	1	-5	14	-6	15	-2	-6	4	-4	3
HTR2A ag	-1	-6	3	0	-5	13	1	-2	0	2
MC4R ag barr	0.4	-2.5	-0.8	-0.8	1.7	-0.3	-1.5	-1.7	-1.3	0.9
H9c2 protect	-5	-6	-9	4	-11	-2	1	-2	6	-7
Vif inh	24	-15	-1	-6	-6	-6	-1	20	23	1
aDG glyco up	0.1	0.1	0.0	-0.2	0.5	0.4	0.1	0.1	-0.1	0.8
